Compound activity from PubChem BioAssay.
Peg3 promoter: Peg3 promoter-driven luciferase inhibitors, primary screen, cell-based, HeLa, luciferase luminescence; HeLa PEG-Prom luciferase reporter, overnight; AID 588405, 2011; hit rate 1.7% among 360,000; inhibition, % at 20 µM;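 active = inhibition of at least 50% at 20 µM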
m5-HT2A agonist: mouse Htr2a agonists via beta-arrestin recruitment, primary screen, cell-based, luminescence; hit rate 0.66% among 360,000; AID 624169, 2012; CHO-K1 mHTR2A beta-arrestin complementation; percent of 30 µM serotonin response; activation, % at 7.6 µM;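 active = activation above a run cutoff, the mean activation of all tested compounds plus 3 SD, cut at about 14% in these data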;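 also: 0% = plate median of compound wells and 100% = 30 µM serotonin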
Target sequence (P35363 whole entry, looked up): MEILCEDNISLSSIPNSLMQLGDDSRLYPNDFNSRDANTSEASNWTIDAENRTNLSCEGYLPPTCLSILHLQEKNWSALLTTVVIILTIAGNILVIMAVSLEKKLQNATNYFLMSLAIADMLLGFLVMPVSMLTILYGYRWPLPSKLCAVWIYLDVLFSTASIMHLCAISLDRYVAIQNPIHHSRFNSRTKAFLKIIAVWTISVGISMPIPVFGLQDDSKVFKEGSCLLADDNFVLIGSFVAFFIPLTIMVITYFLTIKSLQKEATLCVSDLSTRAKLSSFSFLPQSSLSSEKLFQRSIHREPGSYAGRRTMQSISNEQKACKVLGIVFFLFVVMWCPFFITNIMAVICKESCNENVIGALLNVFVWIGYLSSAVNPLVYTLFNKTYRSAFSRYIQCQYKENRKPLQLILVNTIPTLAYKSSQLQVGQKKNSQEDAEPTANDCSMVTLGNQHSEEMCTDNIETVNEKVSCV
Shn3 inh set2: reduction of Shn3 3'UTR firefly luciferase signal, primary screen, Schnurri-3 inhibitor project, cell-based, Clone20 osteoblasts, set 2; hit rate 0.52% among 360,000; Clone20 osteoblast Shn3 3'UTR firefly luciferase, 24 h; inhibition, % at 12.5 µM;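 active = mean inhibition of at least 75% with every replicate also reaching 75%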;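 also: 0% = median of neutral control wells and 100% = pilot-screen positive control compound; some compounds past the cut are filed as inactive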
NR2E3 ag-1: inhibitors of NR2E3-RetCOR corepressor binding, primary screen, NR2E3 agonist project, biochemical, TR-FRET, GST-NR2E3, biotin-RetCOR | Photoreceptor-specific nuclear receptor (Homo sapiens), Q9Y5X4 | 1536-well | inhibition of corepressor binding, % at 4.78 µM | hit rate 0.12% among 320,000 | AID 2300, 2010;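 active = percent inhibition above the cutoff of mean plus 3 SD of all tested compounds, set per screening campaign, cut at about 20% in these data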;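 also: 0% = DMSO wells and 100% = biotin wells as full block of FRET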
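system = GST-tagged NR2E3 plus biotinylated RetCOR corepressor | input = 1.35 nM GST-NR2E3 | also added = 7 nM biotin-RetCOR | schedule = 5 h incubation at 4 °C | measured by = TR-FRET with europium anti-GST and streptavidin-D2, 340 nm excitation | read-out = percent loss of FRET ratio relative to control wells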
iPSC survival up: enhancers of single-cell hiPSC survival, primary screen, ATPlite luminescence; 100% = ROCK inhibitor wells, 0% = DMSO; survival enhancement, % at 20 µM; hit rate 0.044% among 360,000; in the data active = survival enhancement above about 18%;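 also: cells exposed to compounds for 16 hours before the ATP read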
PDI inh: inhibitors of human PDI, primary screen, biochemical, turbidity, single point, plate reader. PDI insulin aggregation turbidity, A650, 90 min. inhibition, % at 10 µM. hit rate 0.052% among 350,000;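 active = mean inhibition across replicates of 30% or more, whatever share of single replicates reach that level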;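 also: absorbance from insulin aggregation driven by PDI reduction with DTT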
Target sequence (P07237 whole entry, looked up): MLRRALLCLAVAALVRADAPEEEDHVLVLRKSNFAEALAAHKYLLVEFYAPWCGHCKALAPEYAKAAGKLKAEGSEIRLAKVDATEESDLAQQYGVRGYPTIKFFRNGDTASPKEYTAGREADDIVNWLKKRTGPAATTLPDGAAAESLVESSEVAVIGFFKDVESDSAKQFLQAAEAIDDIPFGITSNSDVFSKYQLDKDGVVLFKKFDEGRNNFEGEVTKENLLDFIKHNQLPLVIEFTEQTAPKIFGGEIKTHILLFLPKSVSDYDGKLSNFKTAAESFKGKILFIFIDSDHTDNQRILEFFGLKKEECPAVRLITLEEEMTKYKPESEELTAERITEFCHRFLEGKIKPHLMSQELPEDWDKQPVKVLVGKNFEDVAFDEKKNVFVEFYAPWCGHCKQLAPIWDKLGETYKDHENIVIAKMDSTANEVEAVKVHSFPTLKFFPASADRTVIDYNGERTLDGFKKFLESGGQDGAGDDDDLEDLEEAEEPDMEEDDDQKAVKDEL
NR2E3 ag-2: NR2E3 agonists in two-hybrid cells, primary screen, cell-based, luminescence, CHO-S, Gal4-NCOR/VP16-NR2E3; Photoreceptor-specific nuclear receptor (Homo sapiens), Q9Y5X4; luciferase; inhibition of corepressor binding, % at 3.98 µM; hit rate 0.35% among 360,000; AID 602229, 2012;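 active = inhibition above the mean of all tested compounds plus 3 SD, cut at about 70% in these data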;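 also: 0% = DMSO with NR2E3 transfected cells and 100% = cells lacking NR2E3 construct; higher means lower luciferase signal from less NR2E3 corepressor binding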
H9c2 protect: cardioprotection against H2O2-induced cell death, primary screen, uHTS, H9c2 cells, ATPLite luminescence; H9c2 cardiomyocytes, H2O2 injury protection, 2 h; protection from H2O2 cell death, % at 20 µM; hit rate 0.63% among 360,000;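 active = compounds giving at least 50% protection of heart cells from peroxide-induced death in the single-dose screen, raw or plate-pattern-corrected value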;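 also: 0% = DMSO wells with peroxide and 100% = DMSO wells without peroxide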
HIF-2a inh: HIF-2a reporter inhibitors, primary screen, luminescence, 786-0 RCC cells; 786-0 RCC cells HIF-2a reporter, luciferase luminescence, overnight; inhibition, % at 18.8 µM; hit rate 0.72% among 360,000;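 active = inhibition of the luminescence signal of 40% or more relative to plate controls, in a single-dose primary screen at 18.75 µM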
TRPM1 prom inh: inhibitors of MITF-dependent TRPM1 promoter reporter, primary screen, cell-based, SK-MEL-5, single point, luciferase. SK-MEL-5 TRPM1 promoter luciferase, 24 h. inhibition, % at 12.5 µM. hit rate 0.83% among 330,000. AID 488899, 2010;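 active = mean inhibition across replicates of 60% or more, whatever share of single replicates reaches that level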; also: values of inactives mirror those of a sister screen read the other way
CaV13 ICDI inh: Disruptors of the CACNA1D IQ motif to Ca2+-dependent inactivation inhibitor domain association, primary screening, Förster resonance energy transfer in intact living … | HEK cells, CFP/YFP FRET ICDI-IQ, plate reader, 10 min; percent FRET-ratio fall versus neutral wells | AID 743397 | inhibition, % at 12.3 µM | hit rate 0.098% among 340,000;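 active = mean replicate inhibition of at least 30% and at least 1% of replicates passing that level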;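 also: 0% = median of the neutral control wells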
Numbers without * were called inactive; . = not tested or not shown.

SMILES | Peg3 promoter | m5-HT2A agonist | Shn3 inh set2 | NR2E3 ag-1 | iPSC survival up | PDI inh | NR2E3 ag-2 | H9c2 protect | HIF-2a inh | TRPM1 prom inh | CaV13 ICDI inh
CCN(CC)CCCNC(=O)/C(=C\c1cccn1C)NC(=O)c1cccs1 | 8 | 0 | -6 | 3 | -0.2 | -2 | 14 | 2 | 5 | 7 | -3
CCC(C)Oc1ccc(/C=C/c2[nH]c(=O)[nH]c(=O)c2[N+](=O)[O-])cc1OC (stereo not drawn) | 2 | 4 | 8 | 0 | 0.3 | 0 | -16 | 9 | 14 | -13 | -7
Nc1c(C(=O)N/N=C/c2ccc(F)cc2)oc2nc(-c3ccccc3)cc(-c3ccco3)c12 | 36 | 2 | 3 | 2 | -0.6 | 0 | 1 | 19 | 2 | 11 | -19
O=c1[nH]c(=S)c2c(n1-c1ccccc1)CCC2 | 9 | 1 | -2 | 18 | -2.1 | 6 | -5 | 6 | 6 | 1 | -8
O=c1c2ccccc2nnn1CSc1nnc(-c2ccc3c(c2)OCO3)o1 | -217 | 2 | -61 | -3 | 0.1 | -3 | -131 | -6 | -193 | -38 | -2
O=C(NCCCn1ccnc1)c1ccc(NS(=O)(=O)c2ccc(Cl)c(Cl)c2)cc1 | -26 | -2 | -27 | -4 | -0.6 | 4 | 11 | -13 | 11 | -8 | -2
Cc1cc(C)n2nc(-c3ccccc3)cc2n1 | -205 | 0 | -80 | 2 | -1.3 | -2 | -96 | -4 | -142 | -12 | -11
Cc1cc(=O)[nH]c2ccc(Cc3ccccc3)cc12 | 1 | 0 | 1 | . | -2.1 | -1 | 10 | -5 | -54 | 1 | -9
O=C(O[C@H]1[C@H](Cc2ccccc2)NS(=O)(=O)[C@H]2C[C@@H]3C=C[C@]12O3)c1ccc([N+](=O)[O-])cc1 | 14 | 11 | -6 | -3 | -2.8 | -3 | -27 | 8 | 0 | -3 | -6
CCn1cc(C(=O)NCCc2ccccc2C)c(=O)c2ccc(C)nc21 | 3 | 2 | 6 | . | -0.5 | -5 | -24 | -1 | 4 | 7 | -21
O=C1CC(N(CCc2ccccc2)C(=S)Nc2cc(Cl)ccc2Cl)C(=O)N1c1c(Cl)cccc1Cl (stereo not drawn) | 31 | 3 | 22 | -1 | 0.1 | 6 | -9 | -7 | 27 | -17 | .
O=C(Nc1ccc(CN2CCCCC2)cc1)c1sc2ccccc2c1Cl | -80 | -4 | -12 | -5 | 1.5 | -2 | -2 | 3 | -39 | -15 | 10
COc1ccc(OCC(=O)N2CCN(C(=O)c3cccc4ccccc34)CC2)cc1 | 3 | 2 | -3 | 2 | -0.8 | 2 | -15 | 0 | 4 | -5 | -5
COc1ccc(/C=C/C(=O)OCC(=O)c2ccccc2F)cc1 | -303 | -3 | -8 | . | 0.6 | -7 | -12 | -7 | -236 | -23 | -5
COc1ccc(C(=O)NCc2ccccn2)cc1[N+](=O)[O-] | -4 | 0 | 4 | 1 | -0.6 | -4 | -4 | 0 | 16 | 7 | -7
Cc1ccc(NC2CCCN(C(=O)c3snnc3C)C2)cc1C (stereo not drawn) | -3 | -5 | 1 | -2 | -0.2 | 6 | -2 | -2 | -5 | 11 | -6
CCCn1c(SCC(=O)c2cc(C)n(-c3cc(C)on3)c2C)n[nH]c1=O | 1 | 6 | 40 | . | -0.4 | -2 | 30 | -7 | -11 | 1 | -4
Cc1onc(-c2c(F)cccc2Cl)c1C(=O)NCCN1CCNC1=O | 8 | -2 | 9 | 2 | -0.6 | -8 | -33 | 4 | 12 | 7 | -5
COc1ccc(C(=O)N2CCN(C(=O)c3ccco3)CC2)cc1OC | 5 | 0 | -10 | 0 | 0.0 | -3 | -20 | 6 | 1 | 20 | .
CCCOCCc1nnc(N)s1 | -5 | 1 | 2 | 2 | 0.7 | 0 | -4 | -1 | 9 | 5 | 1
O=C1OCCN1/N=C/c1ccc([N+](=O)[O-])o1 | -9 | 7 | -4 | -3 | -2.4 | 0 | -4 | 7 | 6 | 21 | -5
COC(=O)[C@H](C)NC(=O)/C=C/c1ccc(OC)cc1 | -4 | 1 | 5 | 3 | 4.4 | -14 | -11 | 5 | -6 | -7 | -6
CCCN1CCN(S(=O)(=O)c2ccc3c(c2)CC(C)N3C(=O)C2CC2)CC1 (stereo not drawn) | 12 | 0 | -9 | -3 | 0.7 | -3 | 7 | -5 | 9 | 1 | -3
O=C(OCc1ccccc1)N1CCC2CC1c1cc(-c3ccccc3)ccc12 (stereo not drawn) | -76 | 1 | 2 | . | 4.0 | -2 | -22 | -9 | -188 | -33 | -7
Cc1cccc(C)c1OCC(O)Cn1nnc2ccccc21 (stereo not drawn) | -22 | 2 | -15 | 1 | -2.8 | -9 | -21 | -5 | -32 | -12 | .
Nc1cc2cccnc2cc1Cl | -9 | 5 | -17 | . | -2.5 | -3 | -27 | 8 | 2 | 11 | -5
O=C(c1cc([N+](=O)[O-])ccc1N1CCCC1)N1CCCCC1 | 10 | 0 | -17 | 1 | -0.5 | -2 | 2 | 7 | 7 | 5 | 3
O=C(CSc1nnc(-c2cccnc2)n1-c1ccccc1)Nc1ccccn1 | 19 | 0 | 3 | -2 | -1.6 | 3 | -7 | 4 | -7 | 9 | -5
COCCn1c(SCC#N)nnc1-c1ccc2c(c1)OCO2 | -1 | -2 | 0 | 4 | -2.5 | 5 | -11 | 8 | 6 | -1 | -7
CCC(C)c1ccc(O)c(NC(=O)c2ncn[nH]2)c1 (stereo not drawn) | -7 | -4 | 4 | 3 | -3.0 | 2 | -23 | 6 | -16 | 7 | .
COc1cccc(CNc2ccc3[nH]c(=O)[nH]c3c2)c1OCc1ccccc1 | 18 | -5 | 22 | . | -0.3 | -2 | 2 | -3 | 2 | -3 | .
O=C(NCc1ccccc1)N1CCN(c2ccccc2)CC1 | 2 | -3 | -5 | 3 | 0.3 | -22 | 4 | 10 | 4 | 7 | -6
Cc1cc([N+](=O)[O-])nn1Cc1ccc(C(=O)N/N=C/c2ccc(O)cc2O)cc1 | 56* | 3 | 60 | -2 | -1.8 | -5 | -23 | 38 | -2 | 53 | -3
O=C(O)CCNc1nc(C(F)(F)F)nc2ccccc12 | -9 | -3 | -11 | 2 | -2.2 | 0 | -3 | 2 | 18 | -17 | -5
O=C(NCc1ccco1)C1CC(=O)N(c2ccc(O)cc2)C1 (stereo not drawn) | 1 | 2 | 1 | 1 | 4.6 | 15 | 4 | -3 | 18 | 2 | .
COc1cc(OC)cc(C(=O)Nc2cccc3cccnc23)c1 | -26 | 2 | -73 | 2 | -0.8 | 0 | -16 | 14 | -58 | -7 | -1
Cc1cc2nc(-c3cccc(NC(=O)c4ccc(Br)o4)c3)oc2cc1C | -278 | -3 | -22 | 2 | -3.6 | 2 | -178 | 9 | -113 | -1 | -5
COC(=O)c1sc(N2C(=O)c3oc4ccccc4c(=O)c3C2c2cccc(O)c2)nc1C (stereo not drawn) | 52* | 2 | 26 | -2 | -0.4 | 2 | -8 | 20 | 11 | -23 | -5
COCCNC(=S)N1CCC(C(=O)c2ccc(Cl)cc2)CC1 | -11 | -3 | 29 | . | 0.8 | -2 | 0 | -14 | 0 | . | -10
Cc1occc1-c1nnc(SCC(=O)Nc2ccccc2)n1C | -4 | -2 | 11 | 2 | 2.1 | 6 | 33 | -2 | -17 | -10 | -6

Entries shown so far with a thiophene ring, fused or not (2):
SMILES | Peg3 promoter | m5-HT2A agonist | Shn3 inh set2 | NR2E3 ag-1 | iPSC survival up | PDI inh | NR2E3 ag-2 | H9c2 protect | HIF-2a inh | TRPM1 prom inh | CaV13 ICDI inh
CCN(CC)CCCNC(=O)/C(=C\c1cccn1C)NC(=O)c1cccs1 | 8 | 0 | -6 | 3 | -0.2 | -2 | 14 | 2 | 5 | 7 | -3
O=C(Nc1ccc(CN2CCCCC2)cc1)c1sc2ccccc2c1Cl | -80 | -4 | -12 | -5 | 1.5 | -2 | -2 | 3 | -39 | -15 | 10

Next part:
SMILES | Peg3 promoter | m5-HT2A agonist | Shn3 inh set2 | NR2E3 ag-1 | iPSC survival up | PDI inh | NR2E3 ag-2 | H9c2 protect | HIF-2a inh | TRPM1 prom inh | CaV13 ICDI inh
CC(C)CC(=O)c1c[nH]c(C(=O)NCc2ccccc2)c1 | -4 | -3 | 15 | -2 | -0.5 | -6 | -10 | 3 | 0 | 7 | -7
C=CCN1C(=O)/C(=C/c2ccc(O)c(OC)c2)S/C1=N/c1nccs1 | 10 | -2 | -3 | 4 | 0.5 | -52 | -15 | 51* | -27 | -7 | -9
COc1ccc(CC(=O)N/N=C(/C)CC(=O)N(C)c2ccccc2)cc1 | -20 | 1 | -31 | 4 | -0.3 | -2 | -1 | -1 | -31 | 10 | -4
O=C(Cc1c(F)cccc1Cl)N1CCN(S(=O)(=O)c2cccs2)CC1 | 8 | 9 | -14 | 1 | 0.8 | -1 | 8 | 2 | 3 | 3 | -5
CN(C(=O)COC(=O)c1ccc([N+](=O)[O-])cc1N)c1ccccc1 | 1 | 2 | 4 | 3 | 2.0 | -3 | -5 | -1 | 6 | -1 | -85
Cc1cc(-n2cc(Br)c(=O)[nH]c2=O)nc(-c2ccccc2)n1 | 13 | 0 | . | 3 | -0.4 | 1 | -24 | -14 | 16 | 6 | -4
COc1ccc(CN(C)CC(=O)NC2CCCc3ccccc32)cc1OC (stereo not drawn) | 13 | -2 | -5 | 2 | -1.4 | -1 | -25 | 16 | 12 | 4 | -2
C/C(CC(=O)Nc1ccccn1)=N\NC(=O)C(=O)Nc1cccc(Cl)c1C | -12 | 6 | -22 | -2 | -1.3 | -9 | 1 | -6 | -14 | -11 | -6
Cn1c(=O)c2cc(S(=O)(=O)NCCC(=O)Nc3ccccc3F)ccc2n(C)c1=O | 7 | 5 | 0 | 3 | -0.7 | 5 | -14 | 1 | 15 | 9 | -4
CC(C)CSc1nsc(N)n1 | -132 | 0 | -40 | 2 | -1.4 | -4 | -61 | -4 | -133 | -58 | -7
CC1CCCCN1S(=O)(=O)c1ccc2c(c1)oc(=O)n2CC(=O)O (stereo not drawn) | 13 | 4 | -14 | 1 | 0.1 | 3 | -15 | -3 | 6 | 7 | .
COc1ccc(C(=S)NC2CCCCC2)cc1 | -131 | -6 | -11 | -3 | -3.0 | 7 | -63 | -6 | -133 | -34 | .
Cc1ccc(-c2nc(-c3ccccn3)no2)cc1Cl | 93* | -1 | 70 | 2 | -4.2 | -1 | -57 | -25 | 77* | 83* | -5
CCn1c(=O)c(C(=O)Nc2nc3ccccc3[nH]2)c(O)c2ccccc21 | 22 | 11 | 82 | 2 | -2.9 | -8 | 57 | -3 | 32 | 19 | -4
